Screens deposited in PubChem BioAssay by National Center for Advancing Translational Sciences (NCATS).
D2 antag: D2 dopamine receptor (human) antagonism | HEK293 TREx D2 cells, calcium flux, dopamine EC80 | inhibition, % at 10 µM | actives 2% (n = 340,000); in the data active = inhibition above about 30%; note: 0% is about no effect
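Calcium flux kinetic readout in an inducible HEK293 TREx D2 line plated overnight at 30 C. After 180 s compound exposure, an EC80 dopamine challenge follows with another 180 s kinetic read to detect antagonism.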
TRHR enhancer: TRH receptor (human) allosteric enhancement; TRHR cells, fluo-8 calcium fluorescence, EC20 TRH enhancement; enhancement, % at 2 µM; actives 0.66% (n = 360,000); AID 493056; in the data active = enhancement above about 30%; note: 0% is about no effect
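TRHR-expressing cells loaded with fluo-8 calcium dye were read kinetically (ex 480/em 530) during compound addition, then stimulated with an EC20 of TRH (10 nM final). Enhancement of the Gq-mediated intracellular calcium response was scored.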
TRHR ag: agonists of human TRH receptor. P34981. TRHR cells, calcium flux fluo-8, FDSS agonist mode. activation, % at 2 µM. actives 0.18% (n = 360,000); note: 0% is about no effect
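In this calcium-flux screen, cells bearing human TRHR are dye-loaded with fluo-8, baselined for 10 cycles, then exposed to library compounds; positive kinetic calcium responses during the agonist phase mark hits, with TRH as control.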
D2 potentiator: positive allosteric modulators of human D2 dopamine receptor; P14416; HEK293 T-REx D2, calcium flux, EC20 dopamine potentiation; potentiation, % at 10 µM; actives 0.34% (n = 340,000); AID 485347;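 active = potentiation over 3 SD above the plate norm, cut at about 30% in these data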; note: 0% is about no effect
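Tetracycline-induced HEK293 T-REx cells force-coupled to calcium signalling expressed D2; compounds were pin-added after a 10 s baseline, read kinetically 180 s, then an EC20 dopamine challenge followed with a further 180 s calcium read.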
D1 PAM: human D1 dopamine receptor positive modulation. P21728. HEK293 TREx D1 cells, calcium flux, dopamine EC20 potentiation. potentiation, % at 10 µM. actives 0.036% (n = 360,000); in the data active = potentiation above about 30%; note: 0% is about no effect
Target sequence (P21728 whole entry, looked up): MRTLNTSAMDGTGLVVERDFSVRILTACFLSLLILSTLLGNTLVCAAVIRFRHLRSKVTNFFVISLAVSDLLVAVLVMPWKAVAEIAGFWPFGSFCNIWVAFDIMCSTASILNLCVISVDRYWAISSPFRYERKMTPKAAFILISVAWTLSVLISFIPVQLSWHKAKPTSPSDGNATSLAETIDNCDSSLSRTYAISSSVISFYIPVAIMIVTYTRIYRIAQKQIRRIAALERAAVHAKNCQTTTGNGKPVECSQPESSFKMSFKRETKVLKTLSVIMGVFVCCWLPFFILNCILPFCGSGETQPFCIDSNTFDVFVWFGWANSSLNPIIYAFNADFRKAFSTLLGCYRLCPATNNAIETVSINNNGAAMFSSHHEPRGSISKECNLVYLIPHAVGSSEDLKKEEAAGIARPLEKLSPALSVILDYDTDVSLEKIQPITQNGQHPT
RXFP1 antag: antagonists of human relaxin receptor RXFP1. HEK293-RXFP1, relaxin-stimulated cAMP HTRF, 30 min; hits give low values. activity change, negative = inhibition, % at 57.5 µM. actives 0.59% (n = 350,000);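 active = activity change of -60% or lower, but not beyond a set lower limit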; note: % is set by controls: 0 for no effect and ±100 for the full control effect
D1 antagonist: antagonists of human D1 dopamine receptor; actives 3.2% (n = 360,000); AID 504652; HEK293 TREx D1 cells, calcium flux, dopamine EC80; hits give low values; P21728; activity change, negative = inhibition, % at 10 µM; in the data active = activity change below about -30%; note: % is set by controls: 0 for no effect and ±100 for the full control effect
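Compound effects on dopamine-evoked calcium signalling were measured in tetracycline-induced HEK293 Trex D1 cells. Dopamine at EC80 followed a 180 s compound pre-read, and fluorescence was tracked kinetically for 180 s more.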
D1 ag: agonists of human D1 dopamine receptor; P21728; HEK293 T-REx D1 cells, calcium flux, agonist mode; activation, % at 2 µM; actives 1% (n = 360,000); AID 504660; note: 0% is about no effect
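Agonism was scored from calcium flux recorded over 180 s (1 read/s) after pintool compound addition, following a 10-cycle baseline. Cells were inducible force-coupled HEK293 TREx D1, plated overnight at 30 C and loaded with no-wash calcium dye.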
D2 ag: agonists of human D2 dopamine receptor; HEK293 T-REx D2 cells, calcium flux agonist mode; AID 485358; P14416; actives 0.53% (n = 340,000); activation, % at 2 µM;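 active = activation over 3 SD above normal in the single-dose calcium agonist read, cut at about 30% in these data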; note: 0% is about no effect
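Tetracycline-induced HEK293 Trex cells with D2 receptor force-coupled to calcium signaling, plated overnight at 30 C and loaded with no-wash calcium dye. Calcium flux read kinetically for 180 s after compound addition; responses flag agonists.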
The depositor's hits bear a star; / = no result given. Cut-off read from the data, not from the text of the source, unless noted: active = activation above about 30%; inactive = the rest. Hits appear at their usual frequency; overall some 7.3% were active at least once.

SMILES	D2 antag	TRHR enhancer	TRHR ag	D2 potentiator	D1 PAM	RXFP1 antag	D1 antagonist	D1 ag	D2 ag
O=[N+]([O-])c1ccc(CN2CCSCC2)cc1	-9	-2	-0.6	10	-11	-2	-33*	4	-0.5
Cc1cccc(NC(=O)COc2cccc3c2CCN(Cc2ccccc2)C3=O)c1C	13	-1	-0.3	0	-1	-1	6	-1	-1.2
S=C1N(c2ccccc2)C(c2ccccc2)N2CCCN12 (configuration not stated)	-20	-1	-1.0	-6	1	-5	2	2	0.3
Cc1oc2ncn(CC(C)C)c(=O)c2c1C(=O)NC(C)c1ccccc1 (configuration not stated)	/	-6	-0.6	4	1	/	-2	0	-2.0
OCCN1CCN(Cc2ccc3ccccc3c2)CC1	-2	1	0.3	-12	-1	-5	1	6	0.0
CC(OC(=O)c1cccc(S(=O)(=O)N2CCCCC2)c1)C(=O)NCC1CCCCC1 (configuration not stated)	-1	-3	0.0	-3	2	3	-2	3	-0.5
N#Cc1nc(COc2ccccc2Cl)oc1NCc1ccc(F)cc1	3	-5	0.8	-5	-7	-11	4	5	0.1
Cc1ccc2nc(/C(C#N)=C/c3ccc(-c4ccc(F)cc4F)o3)[nH]c2c1	/	-4	52*	-5	8	-9	1	219*	29
COc1ccc([N+](=O)[O-])cc1NC(=O)C(C)OC(=O)CC1CCCC1 (configuration not stated)	10	-7	-0.4	0	-4	-19	14	3	0.2
Cc1cc(OCC(=O)NCc2ccncc2)c2c(C)cc(=O)oc2c1	-7	1	-0.2	-6	-8	3	-10	2	0.7
CCOC(=O)C1CCN(C(=O)CCc2nnc3ccc(N4CCC(C)CC4)nn23)CC1	5	-4	-0.8	1	-1	22	23	3	-0.2
COc1ccc(C(=O)c2ccccc2)c(OCC(=O)N(C)C)c1	-3	2	0.3	11	-2	0	3	1	-0.1
C(=N\Nc1nc(-c2ccccc2)cs1)/c1cccs1	-11	3	-1.0	5	-10	-5	15	3	-1.2
O=C(Nc1ccc(Br)cc1)C1CC(O)CN1C(=O)OCc1ccccc1 (configuration not stated)	7	-7	0.6	-4	/	-10	-4	4	2.4
CCN(CC)S(=O)(=O)c1ccc(/C(O)=C2/C(=O)C(=O)N(CCOC)C2c2ccccc2)cc1 (configuration not stated)	-6	5	0.9	-10	-5	0	-10	1	1.0
C=C[C@H](CC(C)C)N(Cc1ccccc1)S(=O)(=O)N(Cc1ccc(OC)cc1)[C@H](C=C)CC(C)C	-3	4	0.0	18	-4	/	-3	1	0.1
O=C(CCC(=O)Nc1cccc(C(F)(F)F)c1)NCC1CCCO1 (configuration not stated)	17	2	0.7	4	1	-17	-1	2	0.7
CCCCNCc1cc(Br)c(OCC(=O)N2CCOCC2)c(OC)c1	-5	3	0.9	-2	6	-6	1	-1	-0.5
CCOc1ccc(-c2c(C)nn3c(-c4ccccc4)c(C(=O)NCCOC)cnc23)cc1OCC	/	1	-0.4	23	3	-11	7	0	-0.9
CCCCc1nnc(SCc2cc(=O)c3cc(C(=O)OCC)ccc3[nH]2)n1C	/	-5	-0.2	-8	-1	-13	8	1	-0.8

Some of the entries so far, with values under each structure:
Results follow in this order: D2 antag	TRHR enhancer	TRHR ag	D2 potentiator	D1 PAM	RXFP1 antag	D1 antagonist	D1 ag	D2 ag
- O=[N+]([O-])c1ccc(CN2CCSCC2)cc1
 : -9	-2	-0.6	10	-11	-2	-33*	4	-0.5
- Cc1cccc(NC(=O)COc2cccc3c2CCN(Cc2ccccc2)C3=O)c1C
 : 13	-1	-0.3	0	-1	-1	6	-1	-1.2
- S=C1N(c2ccccc2)C(c2ccccc2)N2CCCN12 (configuration not stated)
 : -20	-1	-1.0	-6	1	-5	2	2	0.3
- Cc1oc2ncn(CC(C)C)c(=O)c2c1C(=O)NC(C)c1ccccc1 (configuration not stated)
 : /	-6	-0.6	4	1	/	-2	0	-2.0
- OCCN1CCN(Cc2ccc3ccccc3c2)CC1
 : -2	1	0.3	-12	-1	-5	1	6	0.0
- CC(OC(=O)c1cccc(S(=O)(=O)N2CCCCC2)c1)C(=O)NCC1CCCCC1 (configuration not stated)
 : -1	-3	0.0	-3	2	3	-2	3	-0.5
- N#Cc1nc(COc2ccccc2Cl)oc1NCc1ccc(F)cc1
 : 3	-5	0.8	-5	-7	-11	4	5	0.1
- Cc1ccc2nc(/C(C#N)=C/c3ccc(-c4ccc(F)cc4F)o3)[nH]c2c1
 : /	-4	52*	-5	8	-9	1	219*	29
- COc1ccc([N+](=O)[O-])cc1NC(=O)C(C)OC(=O)CC1CCCC1 (configuration not stated)
 : 10	-7	-0.4	0	-4	-19	14	3	0.2
- Cc1cc(OCC(=O)NCc2ccncc2)c2c(C)cc(=O)oc2c1
 : -7	1	-0.2	-6	-8	3	-10	2	0.7
- CCOC(=O)C1CCN(C(=O)CCc2nnc3ccc(N4CCC(C)CC4)nn23)CC1
 : 5	-4	-0.8	1	-1	22	23	3	-0.2
- COc1ccc(C(=O)c2ccccc2)c(OCC(=O)N(C)C)c1
 : -3	2	0.3	11	-2	0	3	1	-0.1

Following part:
SMILES	D2 antag	TRHR enhancer	TRHR ag	D2 potentiator	D1 PAM	RXFP1 antag	D1 antagonist	D1 ag	D2 ag
CC(C)c1ccccc1NC(=S)NC1CCN(Cc2ccccc2)CC1	96*	2	1.2	-27	-4	-11	8	10	0.7
CC(C)=CCN1CCN(Cc2cccc3c2OCO3)CC1CCO (configuration not stated)	-18	-1	1.0	-20	-5	-4	-12	0	0.4
CCOC(=O)C1CCN(S(=O)(=O)c2ccc(C(C)=O)cc2)CC1	-23	3	0.4	8	-3	-9	-14	3	0.3
CCc1cccc(C)c1NC(=O)Cn1ccn(Cc2ccc(Cl)cc2)c(=O)c1=O	/	-4	0.1	-3	-2	14	-8	3	0.3
O=C(CC1C(=O)OCN1C(=O)OCc1ccccc1)OCC(=O)c1ccccc1 (configuration not stated)	-7	10	-0.6	3	-2	-22	-1	3	-0.8
CCOc1cc(C#N)c(NC(=O)c2ccc(OC)c(S(=O)(=O)N3CCCC3)c2)cc1OCC	/	1	-2.6	-5	-2	-4	-5	0	-0.5
CN(CC(=O)Nc1ccccc1-c1ccccc1)Cc1ccccc1Cl	-11	-12	1.0	5	8	-10	18	15	3.0

An excerpt from above in order of their number in RXFP1 antag, ascending:
smiles	RXFP1 antag
O=C(CC1C(=O)OCN1C(=O)OCc1ccccc1)OCC(=O)c1ccccc1 (configuration not stated)	-22
CC(C)c1ccccc1NC(=S)NC1CCN(Cc2ccccc2)CC1	-11
CCc1cccc(C)c1NC(=O)Cn1ccn(Cc2ccc(Cl)cc2)c(=O)c1=O	14
